Hep lipid drop – inhibitors of hepatocyte lipid droplet formation, primary screen, imaging, high-throughput imaging, BODIPY stain; AML12 mouse hepatocytes, oleate lipid droplets; inhibition, % at 6.5 µM; 0.4% of 240,000 active; AID 1656, 2009;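 active means lipid droplet intensity inhibited by at least 50%, with more than 500 cells counted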
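Test system: AML12 mouse liver cells; schedule: overnight exposure; technique: high-content imaging of BODIPY-stained droplets and DAPI nuclei; read-out: % inhibition of corrected integrated BODIPY droplet signal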
LYP phosphatase – inhibitors of LYP phosphatase, biochemical, fluorescence intensity, uHTS (AID 1779). Tyrosine-protein phosphatase non-receptor type 22 (Homo sapiens). recombinant LYP phosphatase, fluorescence intensity; higher % means a stronger effect. one-dose inhibition, % at 11.5 µM; IC50 in µM for titrated hits. 0.054% of 290,000 active; in the data active means inhibition above about 50%;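 further: plate controls were vehicle with enzyme for no effect and no enzyme for full effect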
GPR35 antagonists – GPR35 antagonists blocking zaprinast-driven arrestin recruitment, primary screen, imaging, U2OS, beta-arrestin-GFP, zaprinast agonist (AID 2058). G-protein coupled receptor 35 (Homo sapiens). U2OS GPR35 beta-arrestin-GFP translocation imaging, zaprinast antagonism; higher % means a stronger effect. inhibition, % at 10 µM, or IC50 in µM where a hit was titrated. 0.052% of 290,000 active;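 active means inhibition of at least 50% with at least 30 cells and total cytoplasm GFP at most 10,000,000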
GPR55 beta-arrestin – GPR55 agonists via beta-arrestin recruitment, primary screen, imaging, U2OS cells, beta-arrestin-GFP redistribution (AID 1961); G-protein coupled receptor 55 (Homo sapiens); U2OS GPR55 beta-arrestin-GFP redistribution imaging; higher % means a stronger effect; activation, % at 10 µM, or EC50 in µM where a hit was titrated; 0.048% of 290,000 active;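 active means activation above 40% with more than 50 cells counted in the well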;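 further: U2OS osteosarcoma cells stably expressing GPR55 and beta-arrestin-GFP; plate controls were DMSO negative control for no effect and LPI positive control for full effect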
T cell HTS – modulators of CD8 T cell-vesicle binding, primary screen, mouse 2C CD8+ T cells, flow cytometry. 2C CD8+ T cell-vesicle binding; hits give low values. calls only at 7 µM. 0.068% of 330,000 active. AID 2052, 2009;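 active means response, share of CD8 T cells binding vesicles, and their 90th percentile fluorescence all below set limits, cut at about 80% in these data, passing the limit was not always enough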
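Read-out – percent CD8+ FL2 mean versus row control · System – murine 2C transgenic CD8+ T lymphocytes · Times – 1.5 h cell–vesicle binding at 37 °C, then 20 min icy labelling · Control set – naked vesicles low, QL9 vesicles with vehicle high · Detection – cytometric PE anti-B7-1 and Alexa647 anti-CD8 signals after 1% paraformaldehyde fixation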
NTR1 agonist – agonists of NTR1, primary screen, imaging, U2OS cells, beta-arrestin-GFP, high content (AID 493036). Neurotensin receptor type 1 (Homo sapiens), P30989. NTR1-U2OS beta-arrestin-GFP spot imaging, agonist mode. activation, % at 20 µM. 0.17% of 330,000 active;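 active means activation at or above 40% of the spot to cytoplasm intensity ratio, with at least 20 cells analyzed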;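 further: 0% = DMSO without peptide and 100% = 100 nM NTR1 peptide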
Target sequence (P30989 whole entry, looked up): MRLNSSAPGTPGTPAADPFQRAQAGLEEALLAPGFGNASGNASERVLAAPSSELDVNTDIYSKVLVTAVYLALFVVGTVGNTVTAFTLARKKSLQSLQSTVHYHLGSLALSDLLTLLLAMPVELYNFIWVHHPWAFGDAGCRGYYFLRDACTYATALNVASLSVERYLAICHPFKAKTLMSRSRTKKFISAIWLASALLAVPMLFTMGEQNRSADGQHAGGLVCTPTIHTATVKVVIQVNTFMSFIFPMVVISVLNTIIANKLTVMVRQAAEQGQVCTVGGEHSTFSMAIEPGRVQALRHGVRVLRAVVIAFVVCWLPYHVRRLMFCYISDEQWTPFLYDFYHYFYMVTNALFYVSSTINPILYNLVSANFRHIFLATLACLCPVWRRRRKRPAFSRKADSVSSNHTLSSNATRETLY
GPR55 LPI antagonism – GPR55 antagonists blocking LPI-driven arrestin recruitment, primary screen, imaging, U2OS, beta-arrestin-GFP, LPI agonist (AID 2013); G-protein coupled receptor 55 (Homo sapiens); U2OS GPR55 beta-arrestin-GFP translocation imaging, LPI antagonism; higher % means a stronger effect; one-dose inhibition, % at 10 µM; IC50 in µM for titrated hits; 0.13% of 290,000 active;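 active means spots per cell inhibited over 60%, with over 100 cells counted and total cytoplasm intensity under 500,000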;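 further: U2OS cells stably carrying GPR55 and arrestin-GFP stimulated by 5 µM LPI near EC80; imaged beta-arrestin-GFP aggregate spots per cell after agonist stimulation; plate controls were LPI-stimulated DMSO wells for no effect and DMSO wells without LPI for full effect; some results filed as inactive read as strong as hits; confirmed hits need IC50 under 10 µM and bright autofluorescent wells are also inconclusive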
MgcRacGAP inhibition – MgcRacGAP GTPase-activating activity inhibitors, confirmation, biochemical, ADP Hunter fluorescence. Rac GTPase-activating protein 1 (Homo sapiens). one-dose inhibition, % at 30 µM; IC50 in µM for titrated hits. MgcRacGAP-stimulated Rac1 GTP hydrolysis, ADP Hunter fluorescence; higher % means a stronger effect; GST-tagged Rac1 F28L mutant substrate. AID 624330, 2012. 0.6% of 340,000 active;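 active means first-screen hits whose inhibition reached a set limit at any dose in the follow-up dose series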;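 further: fluorescence reports GDP produced by GAP-driven GTP hydrolysis; strong numbers were not always called active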
Large T inhibition – SV40 large T antigen inhibitors, biochemical (AID 1903); SV40 large T antigen ATPase/helicase inhibition assay; higher % means a stronger effect; inhibition, % at 20 µM; hits with a dose series show IC50 in µM; 0.39% of 310,000 active; in the data active means a potency from the dose series; further: strong numbers were not always called active
Hep lipid drop cells 6.5 µM – second read-out of Hep lipid drop, no call of its own (marks repeat the call); cell count; measured here: cell count, cytotoxicity flag;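 cells counted across two imaged fields per well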
T cell HTS vesicle-bound % – further read-out of T cell HTS, marked with its call; double positive events, %; measured here: CD8+ vesicle-bound cell fraction;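 binding gate set so that unloaded-vesicle control wells show 10% double positive cells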
NTR1 agonist cell count 20 µM – also measured in NTR1 agonist; calls as there; cell count; measured here: cell count, cytotoxicity flag
An asterisk follows results filed as active; i = inactive; x = not tested or not shown.

SMILES	Hep lipid drop	Hep lipid drop cells 6.5 µM	LYP phosphatase	GPR35 antagonists	GPR55 beta-arrestin	T cell HTS	T cell HTS vesicle-bound %	NTR1 agonist	NTR1 agonist cell count 20 µM	GPR55 LPI antagonism	MgcRacGAP inhibition	Large T inhibition
COC(=O)c1ccc(NC(=O)COc2ccc(S(=O)(=O)NC(C)C)cc2)cc1	7	713	-9%	-1%	0.1%	i	42	0.5	51	16%	4%	-1%
Cc1ccc2[nH]c(=O)c(CN(CCc3ccccc3)Cc3nnnn3CC3CCCO3)cc2c1 (stereo not given)	-9	726	-1%	-9%	0.2%	i	13	5.2	49	-2%	8%	10%
O=C(CSc1ccc(-c2ccccc2)nn1)c1cccs1	-13	605	4%	4%	-0.1%	i	40	0.5	53	0%	6%	3%
COC(=O)c1ccsc1NC(=O)c1cccc(OC)c1	5	646	-6%	-10%	-0.1%	i	29	2.3	70	-9%	13%	9%
Cc1ccc(S(=O)(=O)N2CCN(Cc3nc4ccccc4n3C)CC2)cc1	x	x	-12%	-8%	0.0%	i	41	2.0	60	7%	5%	11%
CN1CCN(CC/C=C2/c3ccccc3Sc3ccc(S(=O)(=O)N(C)C)cc32)CC1	-2	664	-3%	-5%	-0.5%	i	17	12	65	20%	3%	4%
CSc1ncc(CN2CCC(C(=O)Nc3cccc(-c4cscn4)c3)CC2)cn1	1	714	-7%	-24%	-0.2%	i	27	1.2	45	-8%	11%	12%
Cc1nc2ccccc2n1CC(=O)NC1CCCC1	-3	717	-6%	9%	-0.1%	i	31	-1.3	91	-1%	9%	12%
COc1ccc2c(c1)c1nc3ccccc3nc1n2CCCN1C(=O)c2ccccc2C1=O	4	707	-7%	-1%	0.1%	i	47	3.0	30	1%	13%	10%
Cc1ccc(C(=O)NCC(=O)N2CCCC(C(F)(F)F)C2)s1 (stereo not given)	x	x	x	x	x	i	32	0.4	53	x	-6%	20%
CCOC(=O)C1(Cc2ccccc2)CCN(Cc2nccn2CC)CC1	-1	700	-5%	3%	-0.3%	i	36	0.5	35	17%	0%	15%
CCc1ccc(/C=C2\SC(N3CCOCC3)=NC2=O)cc1	1	687	-2%	-1%	1.0%	i	62	1.0	43	3%	5%	2%
O=C(NNC(=O)C1CC(=O)N(Cc2ccccc2)C1)c1ccc(F)cc1 (stereo not given)	x	x	x	x	x	i	20	0.1	61	x	10%	16%
CCc1n[nH]c2c1C(=O)CC(C)(C)C2	1	679	1%	4%	-0.2%	i	57	-0.2	49	12%	5%	1%
CCn1cc(S(=O)(=O)NC2CCCCC2)cn1	-16	639	-11%	-1%	0.3%	i	66	2.1	70	0%	13%	2%
O=C1C=C(O)CC(c2cccs2)C1 (stereo not given)	-11	674	-1%	3%	0.2%	i	48	-0.4	84	0%	3%	0%
O=C(NCCc1c[nH]c2ccccc12)/C(=C/c1ccco1)NC(=O)c1ccco1	-17	685	-1%	9%	0.2%	i	35	0.3	70	2%	8%	6%
COc1cc([N+](=O)[O-])ccc1NC(=O)CN1CCN(C(=O)c2ccco2)CC1	2	705	0%	9%	-0.1%	i	37	-2.2	64	3%	6%	3%
COC(=O)c1ccc(OC(=O)CS(=O)c2ccccc2[N+](=O)[O-])cc1 (stereo not given)	-4	737	-1%	-2%	0.3%	i	36	-1.1	94	11%	9%	5%
COC(=O)c1c(NC(=O)C(=O)NCCCN2CCOCC2)sc2c1CCCC2	13	678	-7%	14%	-0.1%	i	54	1.4	60	-1%	12%	5%

Ordered by heavy-atom count (lowest first): some entries from above.
SMILES	Hep lipid drop	Hep lipid drop cells 6.5 µM	LYP phosphatase	GPR35 antagonists	GPR55 beta-arrestin	T cell HTS	T cell HTS vesicle-bound %	NTR1 agonist	NTR1 agonist cell count 20 µM	GPR55 LPI antagonism	MgcRacGAP inhibition	Large T inhibition
COC(=O)c1ccsc1NC(=O)c1cccc(OC)c1	5	646	-6%	-10%	-0.1%	i	29	2.3	70	-9%	13%	9%
CCOC(=O)C1(Cc2ccccc2)CCN(Cc2nccn2CC)CC1	-1	700	-5%	3%	-0.3%	i	36	0.5	35	17%	0%	15%
COC(=O)c1ccc(NC(=O)COc2ccc(S(=O)(=O)NC(C)C)cc2)cc1	7	713	-9%	-1%	0.1%	i	42	0.5	51	16%	4%	-1%
O=C(NCCc1c[nH]c2ccccc12)/C(=C/c1ccco1)NC(=O)c1ccco1	-17	685	-1%	9%	0.2%	i	35	0.3	70	2%	8%	6%

(cont.)
SMILES	Hep lipid drop	Hep lipid drop cells 6.5 µM	LYP phosphatase	GPR35 antagonists	GPR55 beta-arrestin	T cell HTS	T cell HTS vesicle-bound %	NTR1 agonist	NTR1 agonist cell count 20 µM	GPR55 LPI antagonism	MgcRacGAP inhibition	Large T inhibition
CCN1CCN(c2ccc(S(=O)(=O)N3CCOCC3)cc2NC(=O)c2ccc(C)c(C)c2)CC1	x	x	x	x	x	i	6	0.1	62	x	3%	9%
CC(C)Oc1ccc(CCC(=O)N/N=C/c2ccncc2)cc1	-1	688	-4%	1%	0.3%	i	33	-0.1	60	-5%	x	6%
O=C(/C=C/c1cccc([N+](=O)[O-])c1)NCc1cccnc1	x	x	-6%	6%	0.3%	i	26	0.8	55	-1%	5%	4%
NC(=S)N/N=C1\CC(n2nnnc2-c2ccccc2Cl)C2COC1O2 (stereo not given)	1	664	-5%	-4%	0.2%	i	33	0.5	55	2%	1%	9%
CCOC(=O)CN1NC2(CCCCCCC2)NC1=S	43	670	-5%	1%	-0.1%	i	7	-0.7	52	8%	8%	5%
Cc1ccc(/C=N/NC(=O)c2ccc3ccccc3c2)s1	-112	416	-8%	-8%	-0.1%	i	8	7.0	73	-1%	6%	10%
Cc1ccc(S(=O)(=O)NCCSc2nncn2C)cc1	12	810	-4%	4%	-0.1%	i	12	-0.7	51	5%	2%	8%
Cc1cc(N2CCN(c3ccccc3)CC2)n2nnnc2n1	1	802	-8%	-7%	0.2%	i	47	-1.0	49	2%	-5%	7%
COc1ccc(OC)c(Nc2nc(N)c([N+](=O)[O-])c(NCc3ccccc3)n2)c1	25	673	-3%	-3%	-0.3%	i	20	1.0	63	-10%	x	4%
O=C(O)CCc1ccc(-c2cccs2)n1CC(=O)Nc1ccccc1C(F)(F)F	8	728	3%	-11%	-0.3%	i	30	-1.0	41	-4%	2%	30%
O=[N+]([O-])c1ccc(N2CCN(S(=O)(=O)c3ccc(Cl)cc3)CC2)cc1NCC1CCCO1 (stereo not given)	x	x	2%	3%	-0.1%	i	7	-0.1	59	-7%	12%	1%
CC(NC(=O)C(=O)N1CCCCC1)C(c1cccs1)N1CCN(Cc2ccccc2)CC1 (stereo not given)	-10	662	-8%	6%	0.2%	i	6	0.6	66	-5%	10%	8%
O=C(NCC(=O)N(c1cccnc1)C(C(=O)NC1CCCC1)c1ccco1)c1cccs1 (stereo not given)	x	x	-11%	1%	-0.1%	i	35	0.6	50	-7%	5%	-5%
CC(C)NC(=O)CSc1nccc(-c2cccs2)n1	-1	726	-3%	0%	-0.2%	i	22	1.7	61	0%	7%	5%
Cc1nonc1C1CCCN1C(=O)c1cc(COc2ccc(F)cc2Cl)on1 (stereo not given)	-16	709	3%	3%	0.2%	i	57	1.2	90	6%	1%	1%
CCOc1ccc(OCCNC2CCCC2)cc1	1	778	-4%	-5%	-0.2%	i	36	-0.1	74	-5%	11%	3%
O=C(OCc1ccc(Br)cc1)c1cccnc1	-3	788	-7%	0%	-0.1%	i	35	-0.6	47	-4%	1%	5%
O=C(CSc1nnc(-c2cccc(Br)c2)o1)N1CCOCC1	-6	828	-6%	-7%	-0.2%	i	4	0.0	56	3%	4%	15%
COCCN1C(=O)N[C@@H](CCc2ccccc2)[C@@H](C(=O)OC)[C@H]1C	x	x	x	x	x	i	44	0.4	94	x	8%	16%
CC(C)Oc1ccc(C(=O)OCC(=O)N2CCCc3ccccc32)cc1	x	x	x	x	x	i	51	1.2	58	x	2%	11%
c1ccc(-c2cc3ccccc3nc2N2CCCC2)cc1	-18	639	3%	-1%	0.2%	i	31	5.4	61	5%	6%	-1%
CC1CCCN(c2c([N+](=O)[O-])cc(C(=O)O)cc2[N+](=O)[O-])C1 (stereo not given)	-4	729	-5%	-10%	1.7%	i	16	1.7	33	-8%	-1%	18%
COC(=O)c1cnn(-c2ccccc2)c1-n1cccc1C=O	-3	714	-7%	5%	-0.2%	i	17	0.3	81	-2%	-3%	4%
CC(=O)c1cccc(NC(=O)N2CCN(S(C)(=O)=O)CC2)c1	4	726	-7%	0%	0.2%	i	11	-1.2	53	-2%	7%	19%
CCCCN(C(=O)/C=C/c1ccco1)c1c(N)n(CCC)c(=O)[nH]c1=O	5	679	4%	0%	-0.4%	i	34	0.8	46	9%	11%	8%
Cc1cc(NCCc2ccccc2F)n2ncnc2n1	3	718	1%	-13%	0.6%	i	48	0.1	90	10%	4%	7%
NNC(=O)C12CC3CC(C1)CC(n1ncnn1)(C3)C2	1	743	-2%	6%	0.3%	i	42	-2.4	9	16%	4%	8%
CCOC(=O)c1nn(-c2ccccc2C)c2nc(CC(C)C)c(C#N)c(=O)n12	-1	724	1%	-4%	-0.3%	i	35	5.1	83	0%	8%	2%
COc1ccccc1N(O)C1CC(=O)N(c2ccc(F)cc2)C1=O (stereo not given)	-2	674	-6%	-1%	-0.2%	i	52	-1.9	89	4%	4%	3%

Compound activity: PubChem BioAssay, several laboratories
